From PubChem BioAssay
GPR55 beta-arrestin: selective activators of receptor GPR55 – imaging, U2OS cells, beta-arrestin-GFP redistribution, primary screen (AID 1961); U2OS GPR55 beta-arrestin-GFP redistribution imaging; higher % means a stronger effect; one-dose activation, % at 10 µM; EC50 in µM for titrated hits; actives 0.048% (n = 290,000);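 active means activation above 40% with more than 50 cells counted in the well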;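 further: U2OS osteosarcoma cells stably expressing GPR55 and beta-arrestin-GFP; plate controls were DMSO negative control for no effect and LPI positive control for full effect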
GPR35 arrestin U2OS: GPR35 antagonists blocking zaprinast-driven arrestin recruitment, primary screen, imaging, U2OS, beta-arrestin-GFP, zaprinast agonist (AID 2058); U2OS GPR35 beta-arrestin-GFP translocation imaging, zaprinast antagonism; higher % means a stronger effect; inhibition, % at 10 µM; hits with a dose series show IC50 in µM; actives 0.052% (n = 290,000);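 active means inhibition of at least 50% with at least 30 cells and total cytoplasm GFP at most 10,000,000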
KOR beta-arrestin-1: KOR antagonists, beta-arrestin recruitment, cell-based, luminescence, uHTS (AID 1778). KOR beta-arrestin recruitment, luminescence, antagonist mode; higher % means a stronger effect. inhibition, % at 10 µM, or IC50 in µM where a hit was titrated. actives 0.091% (n = 290,000); further: strong numbers were not always called active
GPR55 antagonists: inhibition of LPI-stimulated GPR55 beta-arrestin translocation – imaging, U2OS, beta-arrestin-GFP, LPI agonist, primary screen (AID 2013); U2OS GPR55 beta-arrestin-GFP translocation imaging, LPI antagonism; higher % means a stronger effect; one-dose inhibition, % at 10 µM; IC50 in µM for titrated hits; actives 0.13% (n = 290,000);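 active means spots per cell inhibited over 60%, with over 100 cells counted and total cytoplasm intensity under 500,000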;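 further: U2OS cells stably carrying GPR55 and arrestin-GFP stimulated by 5 µM LPI near EC80; imaged beta-arrestin-GFP aggregate spots per cell after agonist stimulation; plate controls were LPI-stimulated DMSO wells for no effect and DMSO wells without LPI for full effect; some results filed as inactive read as strong as hits; confirmed hits need IC50 under 10 µM and bright autofluorescent wells are also inconclusive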
Myeloid diff MLP: promotes myeloid progenitor differentiation | calls only at 10 µM | AID 624256 | ER-HoxA9 myeloid progenitors, lysozyme-GFP differentiation, flow cytometry | actives 1% (n = 360,000);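 active means normalized GFP-positive differentiation at or above the plate's own cutoff, the solvent-only control mean plus 3 SD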;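 further: cells exposed to compound for four days before flow analysis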
HEK293 NOD2/NF-kB: inhibition of NOD2-driven NF-kB reporter – cell-based, luminescence, uHTS, HEK293 (AID 1566); HEK293 NOD2/NF-kB luciferase reporter, luminescence; higher % means a stronger effect; one-dose inhibition, % at 4 µM; EC50 in µM for titrated hits; actives 0.63% (n = 290,000); further: many of its hits are not listed in these tables
HIV peptide binding: inhibitors of HIV fusion peptide binding, primary screen, biochemical, uHTS, fluorescence dequenching (AID 1986); one-dose inhibition, % at 20 µM; IC50 in µM for titrated hits; actives 0.3% (n = 290,000); cell-free peptide binding, fluorescence dequenching, 30 min; higher % means a stronger effect; in the data active means inhibition mostly above about 52%, no sharp cut-off; inactive means mostly below about 76%; further: some results filed as inactive read as strong as hits
NOD1 inhibition: NOD1 signaling inhibitors, primary screen, cell-based, luminescence, uHTS (AID 1578) | NOD1-driven NF-kB luciferase reporter cells, luminescence; higher % means a stronger effect | inhibition, % at 4 µM, or EC50 in µM where a hit was titrated | actives 1% (n = 290,000); in the data active means inhibition mostly above about 36%, no sharp cut-off; inactive means mostly below about 34%;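 further: HEK-293T reporter cells stimulated with the NOD1 agonist gamma-tri-DAP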
KOR beta-arrestin-2: kappa opioid receptor activators – cell-based, luminescence, uHTS, primary screen (AID 1777); KOR beta-arrestin recruitment, luminescence; higher % means a stronger effect; actives 0.02% (n = 280,000); activation, % at 10 µM, or EC50 in µM where a hit was titrated; in the data active means activation above about 50%, passing the limit was not always enough; further: a part of the inactive calls stands beside numbers as strong as those of hits
Myeloid diff MLP GFP+ MAC1+ %: recorded beside Myeloid diff MLP, whose call it bears; GFP+ MAC1+ double positive, %; measured here: differentiation confirmed by MAC1 staining
Numbers without * were called inactive; i = inactive; nt = no result given; [ ] = another dose, or the depositor's remark. Unless noted, no stated cut-off is given here; in the data, active means inhibition above about 50%; inactive means the rest. This is a subset; rates above refer to the full screens.

molecule | GPR55 beta-arrestin | GPR35 arrestin U2OS | KOR beta-arrestin-1 | GPR55 antagonists | Myeloid diff MLP | Myeloid diff MLP GFP+ MAC1+ % | HEK293 NOD2/NF-kB | HIV peptide binding | NOD1 inhibition | KOR beta-arrestin-2
CC(C)(C)OC(=O)C(C(=O)OC(C)(C)C)c1ccc(Cl)nn1 | -0.2% | 8% | -21%[20 µM] | 8% | i | 0.3 | 8% | -1.5% | -23% | nt
O=C(O)c1nn(CC(=O)N2CCCCCC2)c(=O)c2ccccc12 | 0.8% | 3% | -22% | 10% | i | 0.7 | 0% | 2.0% | -46% | -0.5%
O=C(O)CC1SC(=O)N(CC(=O)c2ccccc2)C1=O (stereo unspecified) | -0.3% | -6% | -25%[20 µM] | -3% | i | 0.6 | 16% | -1.0% | -21% | -5.3%
CC(C)(CO)CNC(=O)CCc1nnc(CCCc2ccccc2)o1 | 0.6% | -1% | -5%[20 µM] | 8% | i | 0.4 | -8% | -0.3% | -36% | nt
Cc1ccc2nc(NC(=O)COC(=O)c3ccccn3)sc2c1 | -0.3% | 1% | -1% | 5% | i | 1.0 | -26% | 4.1% | -22% | -6.3%
CN(Cc1cccs1)C(=O)Cn1cnc2ccccc2c1=O | -0.3% | -4% | 30% | -1% | i | 0.2 | 0% | -1.6% | -12% | -7.0%
CCN(CC)C(=O)C1(P(=O)(c2ccccc2)c2ccccc2)CCC1 | 0.0% | -2% | 10% | -7% | i | 0.4 | 15% | -0.1% | 1% | 3.4%
CCOC(=O)C(C)Sc1nc(-c2ccco2)cc(C(F)(F)F)c1C#N (stereo unspecified) | -0.3% | -5% | 12% | 12% | i | 0.3 | 10% | 7.7% | 9% | -1.0%
COc1cccc(NC(=O)Cn2c(SCC(=O)N3CCOCC3)nc3ccccc32)c1 | -0.3% | -2% | nt | -4% | i | 1.2 | 19% | 0.3% | -19% | nt
CCN(CC)S(=O)(=O)c1ccc(N2CCOCC2)c(NC(=O)COc2ccc(C#N)cc2)c1 | 0.3% | 5% | 30% | -6% | i | 0.4 | 17% | -0.5% | 7% | 3.1%
NC(=O)c1ccc(NC(=O)COC(=O)C(Cc2ccccc2)NC(=O)c2ccccc2)cc1 (stereo unspecified) | -0.1% | 2% | -9%[20 µM] | 11% | i | 0.8 | 6% | -1.0% | -22% | -2.3%
CCCn1c(=O)[nH]c(=O)c2c(C(F)(F)F)cc(-c3ccc(C)cc3)nc21 | -0.4% | 5% | -47% | 8% | i | 0.6 | 12% | -0.6% | 3% | -0.5%
Cn1c2ccccc2c2c(C(=O)NCC3CCCO3)cn(C3CCCC3)c(=O)c21 (stereo unspecified) | 0.3% | -6% | 44% | 10% | i | 0.3 | 2% | -2.7% | -20% | -6.1%
CCOc1ccc(NC(=O)CSc2nc3ccccc3c(=O)n2CCCC(=O)NCCCN2CCCC2=O)cc1 | -1.0% | -6% | -16% | 8% | i | 0.3 | -4% | 1.8% | -15% | 5.0%
CC(=O)Nc1nnc(SCC(=O)N2CCCc3ccccc32)s1 | 0.9% | 3% | -4% | 2% | i | 0.5 | 15% | -0.7% | -42% | -3.4%
CC(Oc1ccc2c3c(c(=O)oc2c1)CCCC3)C(=O)NCc1ccccn1 (stereo unspecified) | -0.1% | 14% | -5% | -20% | i | 8.1 | 13% | 0.4% | 0% | 4.8%
CC(=O)N1CCN=C1SCc1ccc(Br)cc1 | 1.0% | 12% | -17% | -12% | i | 2.4 | 8% | 2.1% | -10% | -3.9%
O=C(CSc1nnc2ccccn12)NNC(=O)c1ccc(Br)cc1 | -0.5% | -1% | 12% | 0% | i | 0.0 | -4% | -2.6% | -41% | -3.0%
Cc1ccccc1NC1=CC(=O)CC(C)(C)C1 | 0.0% | 1% | -50% | 7% | i | 7.8 | 11% | -0.7% | 1% | 2.6%
CCOc1ccccc1NC(=O)CCc1c(C)nn(-c2ccc(N3CCCCC3)nn2)c1C | 0.3% | 5% | 0% | 7% | i | 2.4 | 0% | -3.1% | 23% | -3.6%

Limited to KOR beta-arrestin-2, Myeloid diff MLP GFP+ MAC1+ % and KOR beta-arrestin-1, for some of the entries so far:
| molecule | KOR beta-arrestin-2 | Myeloid diff MLP GFP+ MAC1+ % | KOR beta-arrestin-1 |
| --- | --- | --- | --- |
| Cc1ccccc1NC1=CC(=O)CC(C)(C)C1 | 2.6% | 7.8 | -50% |
| CC(=O)N1CCN=C1SCc1ccc(Br)cc1 | -3.9% | 2.4 | -17% |

The list goes on.
molecule | GPR55 beta-arrestin | GPR35 arrestin U2OS | KOR beta-arrestin-1 | GPR55 antagonists | Myeloid diff MLP | Myeloid diff MLP GFP+ MAC1+ % | HEK293 NOD2/NF-kB | HIV peptide binding | NOD1 inhibition | KOR beta-arrestin-2
CCCCOc1cccc(C2/C(=C(/O)c3ccc4c(c3)CC(C)O4)C(=O)C(=O)N2CCN2CCOCC2)c1 (stereo unspecified) | -0.2% | -6% | -17% | -3% | i | 5.9 | -9% | 1.2% | -29% | 4.9%
CC(=O)n1nc(-c2ccncc2)nc1SCC(=O)Nc1cccc(Cl)c1 | -0.1% | -2% | 21% | 3% | i | 0.7 | -13% | 5.9% | -8% | 0.3%
O=C(NCc1ccccn1)c1cccn1-c1ncc(C(F)(F)F)cc1Cl | 0.1% | -2% | 6% | 6% | i | 1.4 | 4% | -1.3% | -20% | -3.6%
COc1ccc(-c2cc(C(F)(F)F)n3nc(C(=O)Nc4c(C)n(C)n(-c5ccccc5)c4=O)cc3n2)cc1 | 0.2% | -2% | -7%[20 µM] | 9% | i | 0.3 | 4% | 0.2% | -15% | nt

Laid out differently: results already given.
Values run as follows: GPR55 beta-arrestin | GPR35 arrestin U2OS | KOR beta-arrestin-1 | GPR55 antagonists | Myeloid diff MLP | Myeloid diff MLP GFP+ MAC1+ % | HEK293 NOD2/NF-kB | HIV peptide binding | NOD1 inhibition | KOR beta-arrestin-2
- Cn1c2ccccc2c2c(C(=O)NCC3CCCO3)cn(C3CCCC3)c(=O)c21 (stereo unspecified)
  0.3% | -6% | 44% | 10% | i | 0.3 | 2% | -2.7% | -20% | -6.1%
- CCOc1ccc(NC(=O)CSc2nc3ccccc3c(=O)n2CCCC(=O)NCCCN2CCCC2=O)cc1
  -1.0% | -6% | -16% | 8% | i | 0.3 | -4% | 1.8% | -15% | 5.0%
- CC(=O)Nc1nnc(SCC(=O)N2CCCc3ccccc32)s1
  0.9% | 3% | -4% | 2% | i | 0.5 | 15% | -0.7% | -42% | -3.4%
- CC(Oc1ccc2c3c(c(=O)oc2c1)CCCC3)C(=O)NCc1ccccn1 (stereo unspecified)
  -0.1% | 14% | -5% | -20% | i | 8.1 | 13% | 0.4% | 0% | 4.8%
- CC(=O)N1CCN=C1SCc1ccc(Br)cc1
  1.0% | 12% | -17% | -12% | i | 2.4 | 8% | 2.1% | -10% | -3.9%
- O=C(CSc1nnc2ccccn12)NNC(=O)c1ccc(Br)cc1
  -0.5% | -1% | 12% | 0% | i | 0.0 | -4% | -2.6% | -41% | -3.0%
- Cc1ccccc1NC1=CC(=O)CC(C)(C)C1
  0.0% | 1% | -50% | 7% | i | 7.8 | 11% | -0.7% | 1% | 2.6%
- CCOc1ccccc1NC(=O)CCc1c(C)nn(-c2ccc(N3CCCCC3)nn2)c1C
  0.3% | 5% | 0% | 7% | i | 2.4 | 0% | -3.1% | 23% | -3.6%
- CCCCOc1cccc(C2/C(=C(/O)c3ccc4c(c3)CC(C)O4)C(=O)C(=O)N2CCN2CCOCC2)c1 (stereo unspecified)
  -0.2% | -6% | -17% | -3% | i | 5.9 | -9% | 1.2% | -29% | 4.9%
